Source: PubChem (Broad Institute)
FN deposit inh: fibronectin deposition inhibition. 350,000 tested, 0.086% active. inhibition, % at 12.6 µM. AH1F fibroblasts, Alexa488-fibronectin deposition fluorescence, overnight;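 active = mean inhibition across replicates of 30% or more, regardless of how many single replicates reach that level; inconclusive = mean under 30% yet at least half of replicates reach 30%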;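 note: positive control wells lacked labelled fibronectin entirely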
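Material: AH1F fibroblasts assembling fluorescent fibronectin matrix; amount: 10000 AH1F cells/well; medium: DMEM, 2% serum; reagent: Alexa488-fibronectin, 24 nM final in well; dosing: single compound dose, delivered by pin transfer; incubation: 1 h adhesion, overnight exposure; detection: fluorescence after three HBSS washes, excitation 485 nm, emission 525 nm; measure: fibronectin deposition inhibition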
miR-122 sensor: miR-122 inhibition in Huh7 cells. Huh7 miR-122 Renilla luciferase sensor, 48 h; neutral wells = 0, positive control = 100. activation (reporter increase), % at 12.5 µM. 340,000 tested, 0.3% active. AID 602342;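 active = mean replicate activation score at least 90 and every replicate individually at or above 90; inconclusive = only one of the two criteria met; inactive = neither criterion met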;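 note: higher luciferase means less miR-122 activity so hits act as miR-122 inhibitors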
EWS-Fli inh: blocks EWS/Fli oncoprotein-driven transcription | 350,000 tested, 0.67% active | A673 NR0B1-luciferase reporter, viability-normalised | inhibition, % at 12.6 µM;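 active = mean inhibition of at least 50% after viability correction, with every replicate also passing that limit; inconclusive = mean reaches 50% but only one of two replicates passes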;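 note: firefly luciferase signal divided by Alamar Blue viability fluorescence both relative to DMSO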
DENV2 CPE: DENV2-induced cell death inhibition; DENV2-infected cells, cytopathic effect rescue, plate reader; CPE inhibition, % at 9.99 µM; 350,000 tested, 1.7% active; in the data active = CPE inhibition above about 20%, passing the limit was not always enough; inconclusive = no clear call, values can overlap the other calls; tested in BHK-21 cells;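 note: 0% = median of neutral control wells and 100% = median of positive control wells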
PAX8 reporter: PAX8 transcriptional activity inhibition; AID 652154; inhibition, % at 12.6 µM; 360,000 tested, 1.2% active; RMG-I TPO-luciferase reporter, SteadyGlo, 24 h;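 active = mean replicate inhibition at least 60% with every replicate also reaching 60%; inconclusive = only one of the two criteria is met; inactive = mean below 60% and not all replicates reaching 60%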;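 note: luciferase light reporting Pax8 driven TPO promoter activity; plate controls were median of neutral control wells for no effect and mitoxantrone controls for full effect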
F508del corr: correctors of CFTR F508del function in bronchial epithelial cells | CFBE cells, YFP halide quenching; stimulated with forskolin plus potentiator P3; % fluorescence drop versus neutral controls | activity (quench increase), % at 7.58 µM | 350,000 tested, 0.36% active;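 active = mean added fluorescence quench of at least 8% versus neutral control, with both replicates also reaching 8%; inconclusive = only one of the mean or replicate conditions met; inactive = mean below 8% and not both replicates reaching 8%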;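 note: cells transiently co-express mutant CFTR-F508del with the halide-sensitive YFP; corrector assay measuring rescue of mutant channel to the surface after 24 h compound exposure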
GSIS activator: primary screen for activators of insulin secretion dependent on glucose, INS-1E cells, GLuc reporter luminescence | INS-1E GLuc reporter insulin secretion, 2-3 h | activation, % at 16.6 µM | 370,000 tested, 0.61% active;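 active = lowest replicate activation of at least 40%, so every replicate reaches that level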;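 note: 0% = median of neutral control wells and 100% = median of IBMX positive control wells; some compounds called inactive have numbers as strong as hits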
The depositor's hits bear a star; ? = inconclusive; · = not tested or not shown; [ ] = another dose, or the depositor's remark.

SMILES	FN deposit inh	miR-122 sensor	EWS-Fli inh	DENV2 CPE	PAX8 reporter	F508del corr	GSIS activator
CCCN(CC(=O)Nc1ccccc1C)C(=O)c1sc2ccccc2c1Cl	-17	7	3	15	23	1.2	·
COCC(=O)N1[C@H](C#N)[C@@H](c2ccc(C#CCC3CCCC3)cc2)[C@H]1CO	9	·	0	12	22	-2.1	-10
COc1cccc(Oc2ccc3nnc(C(F)(F)F)n3n2)c1	6	·	-11	-8	-13	-0.8	7
COc1ccc([Si](C)(C)[C@H]2[C@H](CCO)O[C@@]3(C(=O)N(c4ccccc4)c4ccccc43)[C@@H]2C)cc1	·	·	58*	5	103*	0.6	·
C[C@@H]1CN([C@@H](C)CO)C(=O)Cc2cc(NC(=O)Nc3ccc(F)cc3)ccc2O[C@@H]1CN(C)C(=O)Nc1ccc(C(F)(F)F)cc1	·	10[16.7 µM]	-3	-7	-8	-0.5	-26
CCOC(=O)c1c(C)[nH]c(C(=O)OCC(=O)N2CCN(S(=O)(=O)c3ccccc3)CC2)c1C	-5	6	·	·	5	·	·
Cc1cc(C)n2nc(C(=O)Nc3cccc(S(=O)(=O)N(C)c4ccccc4)c3)nc2n1	6	1	-8	-1	7	-0.2	0
Cc1cc(C(=O)Nn2c(-c3ccc(Br)cc3)nc3ccccc3c2=O)ccc1[N+](=O)[O-]	11	6	-7	-2	16	·	-24
O=C(O)C(Cc1ccc(O)cc1)N1C(=O)c2ccccc2C1=O (stereo not drawn)	0	-1	11	5	4	-0.3	48*
CCCNC(=O)N1CCN(Cc2ccco2)CC1	1	-3	·	·	1	·	5
C[C@@H]1CCCCO[C@H](CN(C)C(=O)Nc2ccc(F)cc2)[C@@H](C)CN([C@H](C)CO)C(=O)c2cc(NS(=O)(=O)c3ccc(Cl)cc3)ccc2O1	5	20[16.7 µM]	-7	4	-14	-1.1	-6
Cc1ccc(Cc2nnc(SCC(=O)Nc3ccccc3)n(N)c2=O)cc1	-3	-7	-1	5	-5	-1.1	-28
O=C(NCC[C@@H]1CC[C@@H](NC(=O)C2CCCC2)[C@H](CO)O1)c1ccc(F)cc1	·	9[16.7 µM]	0	13	-2	0.2	-5
CC[C@]1(c2ccccc2C)ON(c2ccccc2C(F)(F)F)C1=O	-6	2	0	11	6	1.9	-1
Cc1noc(C)c1NC(=O)N[C@H]1CC[C@@H](CCNC(=O)C2CC2)O[C@H]1CO	-24	·	-2	9	7	2.5	7
OCCc1ccc(O)c(-n2nc3ccccc3n2)c1	2	-1	-41	-6	-140	1.3	4
C[C@H]1CN([C@@H](C)CO)C(=O)CCCn2cc(nn2)CO[C@@H]1CN(C)Cc1ccc(Cl)c(Cl)c1	-16	4[16.7 µM]	4	-2	·	2.3	0
CC(c1ccon1)N(C)C(=O)CCc1nnc(C2(c3ccc(Cl)cc3)CCC2)o1 (stereo not drawn)	0	·	-11	-8	-16	-2.5	-13
CCC(C)NC(=O)c1cccc(C)c1 (stereo not drawn)	-2	-8	-8	9	-14	-0.2	-10
NS(=O)(=O)c1ccc(NC(=S)NNC(=O)c2cccs2)cc1	·	-9	6	3	2	0.2	-3

Some entries already given, showing only EWS-Fli inh.
smiles	EWS-Fli inh
COc1cccc(Oc2ccc3nnc(C(F)(F)F)n3n2)c1	-11
COc1ccc([Si](C)(C)[C@H]2[C@H](CCO)O[C@@]3(C(=O)N(c4ccccc4)c4ccccc43)[C@@H]2C)cc1	58*
C[C@@H]1CN([C@@H](C)CO)C(=O)Cc2cc(NC(=O)Nc3ccc(F)cc3)ccc2O[C@@H]1CN(C)C(=O)Nc1ccc(C(F)(F)F)cc1	-3

(cont.)
SMILES	FN deposit inh	miR-122 sensor	EWS-Fli inh	DENV2 CPE	PAX8 reporter	F508del corr	GSIS activator
C[C@@H]1CCCCO[C@@H](CN(C)C(=O)Nc2ccccc2)[C@H](C)CN([C@@H](C)CO)C(=O)c2cc(NS(=O)(=O)c3ccccc3)ccc2O1	-2	-5[16.7 µM]	-3	9	6	2.3	6
Cc1ccc(-c2nc(-c3ccccn3)no2)cc1Cl	-1	4	·	·	81*	·	·
CCC(=O)Nc1ccc2nc3c(=O)[nH]c(=S)[nH]c3nc2c1	-8	·	0	-5	-8	-0.9	-1
CCC(=O)N1CC2(C1)CN(C(=O)NC1CCCC1)[C@H](CO)c1c2c2ccc(OC)cc2n1C	·	·	-12	-2	-5	0.9	-12
CC(C)NC(=O)Nc1ccc2c(c1)C(=O)N([C@@H](C)CO)C[C@H](C)[C@H](CN(C)Cc1ccc(Cl)c(Cl)c1)O2	-3	35[16.7 µM]	2	·	-9	-1.3	2
COc1ccc(-c2csc(NC(=O)Cn3nc(C)cc3C)n2)cc1	-1	-1	·	·	0	·	·
COc1ccccc1CC(=O)NNS(=O)(=O)c1ccc([N+](=O)[O-])cc1	3	-2	21	-9	4	-0.6	22
O=[N+]([O-])c1ccc(CN2CCC(Cc3ccccc3)CC2)cc1	2	-5	0	-2	-26	·	·
OC1CNc2c(ccc3ccccc23)C1 (stereo not drawn)	-5	-1	-11	3	6	-0.9	-16
CC(C)CC1NC2(C(=O)N(C)c3ccccc32)C2C(=O)N(C(C)C)C(=O)C12 (stereo not drawn)	-16	-3	2	-2	2	1.8	·
COc1ccccc1NC(=O)COc1cccc2c1CCNC2=O	3	-11	1	-6	-34	-0.4	47
CSc1ccccc1NC(=O)CN(C)C(C)C(=O)NCc1ccc2c(c1)OCO2 (stereo not drawn)	2	2	6	3	0	0.4	4
O=C(Nc1ccc(F)cc1)N1CCCCN2[C@H](CO)[C@@H](c3ccc(C#CC4CC4)cc3)[C@H]2C1	·	-6[16.7 µM]	-4	10	3	5.7	-16
CC(C)(C)Nc1nc(Cl)nc(NC2CCCCC2)n1	-8	·	-14	0	-69	6.0	15
C[C@H](CO)N1C[C@H](C)[C@H](CN(C)C(=O)Nc2cccc3ccccc23)Oc2ccc(NS(=O)(=O)c3ccc(Cl)cc3)cc2C1=O	2	-1[16.7 µM]	2	-4	29	3.5	-20
Cn1nc(-c2ccc3c(c2)OCCO3)c2ccccc2c1=O	22	-3	6	2	-3	1.7	-3
CS(=O)(=O)N(CC(=O)N1CCOCC1)c1cccc([N+](=O)[O-])c1	1	-2	-7	-6	1	-0.9	14
COC(=O)C1(NC(=O)NC2CCCCC2)CCCCC1	7	·	-1	-3	-13	-1.7	-11
Oc1csc(Cc2nc(-c3ccccc3F)cs2)n1	8	4	-77	-6	36	-0.5	-8
CCN(CC(=O)Nc1c(F)cccc1F)C(=O)COc1ccc2c(C)cc(=O)oc2c1	3	·	4	·	-2	-0.7	-5
CC(C)C(=O)Nc1nnc(SCC(=O)Nc2ccc3c(c2)OCCO3)s1	6	-6	7	·	5	-1.4	17
O=C(N[C@@H]1CC[C@H](CCn2cc(C3(O)CCCC3)nn2)O[C@@H]1CO)c1ccccc1F	-12	3[16.7 µM]	4	5	8	1.0	-5
Cc1ccn2cc(CCNS(=O)(=O)c3ccc4ccccc4c3)nc2c1	·	2	·	-8	0	-1.3	19
CC(C)CSC1=NSC2=NC(=O)/C(=C\c3coc4ccccc4c3=O)C(=N)N12	-5	·	·	·	-60	·	-22
Nc1ccn(C2CC(O)C(CO)O2)c(=O)n1 (stereo not drawn)	6	-9	-11	1	-7	-0.3	·
Cc1ccc(S(=O)(=O)NCC(C)n2cncn2)cc1 (stereo not drawn)	5	-1	-3	-1	-2	-2.5	5
CC(C)c1ccc(O)c(NC(=S)NC(=O)c2cccnc2)c1	-5	·	19	·	-10	-0.1	2
CCOc1c2ccc(C(=O)NCc3ccccc3OC)cc2nn1CC	0	1	-4	·	-27	-2.3	7
COc1cc(C(=O)NC(=S)NNC(=O)c2cnccn2)cc(OC)c1OC	0	-3	·	·	26	·	-3
O=C(O)c1cccc(S(=O)(=O)N2CCCC(c3nc4c(nnn4Cc4ccccc4Cl)c(=O)[nH]3)C2)c1 (stereo not drawn)	8	-8	-3	-3	-9	-1.9	-10
O=C1C=CN(Cc2ccccc2)C(c2ccccc2)C1 (stereo not drawn)	-2	0	13	·	12	-2.3	17
Cc1ccc2c(c1)N(CC(=O)NC1CCCCC1)C(=O)c1cccnc1O2	-5	·	3	?	-11	-1.2	-1
O=C(COC(=O)c1ccccc1Cl)Nc1cccc(S(=O)(=O)N2CCCCC2)c1	-12	-1	5	8	14	-4.5	-21
COc1cccc(CNC(=O)C[C@@H]2CC[C@H](NC(=O)C3CCC3)[C@H](CO)O2)c1	·	·	-5	-9	-4	4.3	10
O=C(/C=C/c1ccccc1)NNC(=O)c1ccco1	0	1	-6	-4	-10	2.8	3
OC(COC(c1ccc(F)cc1)c1ccc(F)cc1)CN1CCCC(C(F)(F)F)C1 (stereo not drawn)	-5	-7	-2	-1	-19	2.3	-69
CSc1cccc(NC(=O)COc2ccccc2)c1	-6	-4	·	·	-26	·	·
N#Cc1cccc(-c2ccc3c(c2)[C@H]2[C@H](CCN2C(=O)CN2CCOCC2)[C@@H](CO)N3)c1	2	-6[16.7 µM]	-6	·	-3	2.1	-12
O=C(Nc1cc(C(F)(F)F)ccc1Cl)C(Sc1ccccn1)c1ccccc1 (stereo not drawn)	-1	·	3	4	-4	-3.5	-8
COc1ccc(C2CC(c3ccc(C)cc3)=NN2C(=O)CCC(=O)O)cc1OC (stereo not drawn)	2	3	13	4	4	1.2	29
COC(=O)/C=C/CC(C)OS(N)(=O)=O (stereo not drawn)	4	-4	-3	8	30	1.1	2
CCCn1c(SCC(=O)Nc2ccc3c(c2)CCC3)n[nH]c1=O	4	-2	1	?	0	-2.7	-17
O=C(Nc1nc(-c2cc3ccccc3o2)cs1)c1ccc(S(=O)(=O)N2CCCC2)cc1	-2	-52	6	-2	23	4.8	-2
O=S(=O)(Cc1ccccc1)N1CCCCN2[C@H](CO)[C@H](c3ccc(C#Cc4ccccc4)cc3)[C@@H]2C1	·	-8[16.7 µM]	-7	-22	2	-0.9	4
CCOC(=O)Cc1csc(SCC(=O)NC2CCCCC2)n1	3	-1	0	-2	27	2.1	4
C[C@@H]1CN([C@H](C)CO)S(=O)(=O)c2ccc(-c3cncnc3)cc2O[C@H]1CN(C)C(=O)NC1CCCC1	7	-2[16.7 µM]	-7	-1	1	2.3	-6
COC(=O)CSc1nc2ccccn2c(=O)c1C=O	·	·	8	·	-64	2.6	-6
COc1cccc(C(=O)c2ccccc2C(=O)O)c1	-13	·	11	-6	4	-1.8	30
CC(=O)N1[C@H](CN(C)S(=O)(=O)c2ccccc2)[C@H](c2ccccc2)[C@@H]1CO	-2	-42[16.7 µM]	-4	15	-3	-0.4	3
COC(=O)c1ccc(NC(=O)NS(=O)(=O)c2ccc(C)cc2)cc1	-7	0	·	·	-25	·	·
O=C(c1sc2ccccc2c1Cl)N1CCN(CCc2ccccn2)CC1	5	-11	·	8	6	-0.2	6
CC(=O)N1CC[C@@H]2[C@H]1c1cc(C#Cc3cccnc3)ccc1N[C@@H]2CO	6	2[16.7 µM]	-13	-10	-4	0.1	14
O=c1cc(CSc2ccccc2)[nH]c(=S)[nH]1	3	-1	·	·	-4	·	·
Cc1cnc(SCc2ccc(Cl)cc2Cl)[nH]c1=O	-7	·	-6	2	-4	-0.3	20
COc1ccc(Cl)cc1NC(=O)C1Cc2ccccc2CN1S(C)(=O)=O (stereo not drawn)	-3	5	4	9	20	2.0	12
C[C@H]1CN([C@@H](C)CO)C(=O)Cc2cc(NC(=O)Nc3ccc(C(F)(F)F)cc3)ccc2O[C@@H]1CN(C)S(C)(=O)=O	·	5[16.7 µM]	·	-2	2	3.1	-7
COc1ccc(/C=C/C(=O)c2ccc(NS(=O)(=O)c3ccc(C)cc3)cc2)cc1O	-5	-4	·	·	13	·	-13

No enrichment for hits, and some 3.9% of all compounds hit somewhere here.
